# High-throughput results: PubChem BioAssay, several laboratories
# MsrA inh: bovine MsrA enzyme inhibitors, primary screen, biochemical, absorbance, HTS | Methionine sulfoxide reductase A (Bos taurus) | purified bovine MsrA, absorbance read-out | inhibition, % at 15.5 µM | 360,000 compounds, 0.75% hits | AID 651718, 2012; in the data active = inhibition above about 4.5%;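 also: 0% = vehicle wells with enzyme and 100% = reference inhibitor wells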
# bovine MsrA act: bovine MsrA enzyme activators, primary screen, biochemical, absorbance, HTS. purified bovine MsrA, absorbance read-out. activation, % at 10.6 µM. 360,000 compounds, 0.3% hits; in the data active = activation above about 7.5%;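 also: 0% = vehicle and 100% = reference activator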
# CSN inh: inhibitors of CSN-mediated cullin deneddylation, primary screen, biochemical, fluorescence polarization, uHTS | COP9 signalosome complex subunit 5 (Homo sapiens), Q92905 | Purified CSN, SCF-Nedd8-OG deneddylation | inhibition, % at 12.5 µM | 360,000 compounds, 0.38% hits | AID 651999, 2013;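 active = pattern-corrected inhibition above about 35%, with an unprinted fluorescence ratio check between 0.5 and 1.5, limit read from the data, passing the limit was not always enough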;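 also: 0% = enzyme with substrate and 100% = substrate without enzyme; some results filed as inactive read as strong as hits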
#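 Test system: purified human Csn5 enzyme expressed in HEK293T cells. Amount: 0.24 nM enzyme. Reagent: SCFSkp2-Nedd8OG substrate at 10 nM final. Schedule: 90 min incubation of compound, enzyme and substrate at room temperature. Detection: fluorescence polarization. Read-out: % inhibition of substrate cleavage by Csn5.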
# Rpn11 inh: Rpn11 (PSMD14) deubiquitinase inhibitors, primary screen, biochemical, fluorescence polarization, uHTS | 26S proteasome non-ATPase regulatory subunit 14 (Homo sapiens), O00487 | AID 588493, 2011 | calls only at 20 µM | 360,000 compounds, 0.59% hits | human 26S proteasome, Ub4-pepOG fluorescence polarization; 20S core pre-blocked with epoxomicin;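 active = inhibition at 20 µM, scaled to each plate's controls, above about 33%, limit read from the data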
# PABP1 MLLE inh: inhibitors of PABP1 MLLE–PAM2 peptide binding, primary screen, biochemical, fluorescence polarization, FITC-PAM2, GST-MLLE; 360,000 compounds, 0.36% hits; Polyadenylate-binding protein 1 (Homo sapiens), P11940; inhibition, % at 20 µM; in the data active = inhibition above about 35%, passing the limit was not always enough;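 also: plate controls were DMSO wells with GST-MLLE for no effect and wells lacking GST-MLLE protein for full effect; some results filed as inactive read as strong as hits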
# FAS TE block: FAS thioesterase domain inhibitors, primary screen, biochemical, fluorescence intensity, uHTS. Fatty acid synthase (Homo sapiens), P49327. recombinant FAS-TE, OMFH fluorogenic substrate, fluorescence endpoint. 360,000 compounds, 0.67% hits. inhibition, % at 15 µM;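 active = compounds whose normalised, plate-corrected inhibition of enzyme fluorescence in the single-dose primary screen is 50% or more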;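 also: 0% = DMSO with enzyme and 100% = substrate without enzyme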
# Target sequence (P49327 whole entry, looked up, the tested form may be a part): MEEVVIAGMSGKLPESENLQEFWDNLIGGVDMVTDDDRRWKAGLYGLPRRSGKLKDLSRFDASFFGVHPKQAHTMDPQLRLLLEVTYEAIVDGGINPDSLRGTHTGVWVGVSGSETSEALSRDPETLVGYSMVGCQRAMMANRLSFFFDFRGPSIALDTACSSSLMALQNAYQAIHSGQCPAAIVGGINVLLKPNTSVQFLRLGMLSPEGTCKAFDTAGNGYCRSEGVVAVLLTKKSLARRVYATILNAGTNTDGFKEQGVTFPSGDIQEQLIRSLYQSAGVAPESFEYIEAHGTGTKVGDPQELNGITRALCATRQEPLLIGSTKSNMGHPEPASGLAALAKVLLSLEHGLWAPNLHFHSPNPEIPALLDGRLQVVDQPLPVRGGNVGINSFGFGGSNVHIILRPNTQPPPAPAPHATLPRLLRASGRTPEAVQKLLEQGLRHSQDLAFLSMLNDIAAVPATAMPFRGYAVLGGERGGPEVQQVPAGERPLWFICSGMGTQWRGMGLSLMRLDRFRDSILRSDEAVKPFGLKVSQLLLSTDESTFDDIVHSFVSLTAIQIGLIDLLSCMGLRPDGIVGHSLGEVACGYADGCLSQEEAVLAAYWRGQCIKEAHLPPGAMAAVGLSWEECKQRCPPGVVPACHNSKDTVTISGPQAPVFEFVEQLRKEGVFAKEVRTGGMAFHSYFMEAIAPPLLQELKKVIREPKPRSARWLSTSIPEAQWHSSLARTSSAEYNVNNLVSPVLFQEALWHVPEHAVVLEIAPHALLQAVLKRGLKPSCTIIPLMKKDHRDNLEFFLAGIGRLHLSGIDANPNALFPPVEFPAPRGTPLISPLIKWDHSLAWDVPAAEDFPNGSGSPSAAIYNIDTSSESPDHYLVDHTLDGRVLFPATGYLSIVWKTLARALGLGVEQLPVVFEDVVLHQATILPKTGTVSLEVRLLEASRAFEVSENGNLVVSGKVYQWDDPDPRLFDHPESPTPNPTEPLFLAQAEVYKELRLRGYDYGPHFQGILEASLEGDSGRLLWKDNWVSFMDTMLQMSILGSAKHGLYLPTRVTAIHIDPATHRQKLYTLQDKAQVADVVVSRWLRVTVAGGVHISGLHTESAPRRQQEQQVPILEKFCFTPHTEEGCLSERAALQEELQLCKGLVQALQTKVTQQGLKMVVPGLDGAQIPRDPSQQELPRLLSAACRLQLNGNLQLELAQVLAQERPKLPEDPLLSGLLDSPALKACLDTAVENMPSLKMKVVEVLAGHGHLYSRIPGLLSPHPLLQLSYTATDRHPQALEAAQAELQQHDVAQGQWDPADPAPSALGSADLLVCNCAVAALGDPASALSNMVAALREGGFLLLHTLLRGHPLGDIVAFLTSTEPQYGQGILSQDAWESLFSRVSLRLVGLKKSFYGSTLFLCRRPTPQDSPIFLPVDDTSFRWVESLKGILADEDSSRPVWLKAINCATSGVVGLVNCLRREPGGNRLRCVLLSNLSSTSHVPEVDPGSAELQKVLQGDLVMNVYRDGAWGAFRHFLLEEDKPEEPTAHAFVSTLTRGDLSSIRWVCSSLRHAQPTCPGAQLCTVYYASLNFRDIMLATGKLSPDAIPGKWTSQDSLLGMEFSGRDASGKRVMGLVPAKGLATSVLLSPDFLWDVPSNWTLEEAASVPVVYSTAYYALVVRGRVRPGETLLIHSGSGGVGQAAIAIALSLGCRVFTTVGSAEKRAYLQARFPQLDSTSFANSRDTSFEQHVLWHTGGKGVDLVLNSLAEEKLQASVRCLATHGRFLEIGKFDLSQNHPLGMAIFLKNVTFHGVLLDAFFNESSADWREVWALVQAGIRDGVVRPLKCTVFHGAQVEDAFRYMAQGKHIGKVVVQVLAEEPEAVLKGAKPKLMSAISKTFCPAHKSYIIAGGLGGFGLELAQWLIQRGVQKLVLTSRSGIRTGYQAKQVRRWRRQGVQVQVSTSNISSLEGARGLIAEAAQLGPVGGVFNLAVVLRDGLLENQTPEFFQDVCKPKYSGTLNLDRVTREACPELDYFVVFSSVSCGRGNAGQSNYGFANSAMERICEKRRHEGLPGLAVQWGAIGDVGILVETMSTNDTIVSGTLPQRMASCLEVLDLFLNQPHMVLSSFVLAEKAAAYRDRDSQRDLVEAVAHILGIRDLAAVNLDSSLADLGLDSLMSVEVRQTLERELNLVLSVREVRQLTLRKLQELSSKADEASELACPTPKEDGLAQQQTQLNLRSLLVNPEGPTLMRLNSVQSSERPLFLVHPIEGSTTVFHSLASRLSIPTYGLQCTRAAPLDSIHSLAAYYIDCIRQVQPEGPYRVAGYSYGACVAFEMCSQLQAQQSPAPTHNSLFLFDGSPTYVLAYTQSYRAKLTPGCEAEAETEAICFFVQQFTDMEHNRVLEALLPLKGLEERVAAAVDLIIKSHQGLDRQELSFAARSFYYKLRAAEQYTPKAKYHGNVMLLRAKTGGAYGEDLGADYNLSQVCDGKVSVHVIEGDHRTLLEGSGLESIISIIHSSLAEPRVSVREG
# MT1-MMP act inh: blockers of MT1-MMP proenzyme processing, primary screen, HT1080 RFP-PRO-GFP cells, GFP/RFP fluorescence; GFP/RFP ratio fluorescence, overnight; percent of plate control window, DMSO zero; 360,000 compounds, 0.061% hits; GFP/RFP ratio change, % at 20 µM; Matrix metalloproteinase-14 (Homo sapiens), P50281; AID 651647, 2012;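 active = GFP/RFP ratio change of at least 30% with cell ATP level not reduced by more than half and red fluorescence within 50% of control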; also: strong numbers were not always called active
#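 Assay system: HT1080 RFP-PRO-GFP cells. Benchmarks: DMSO vehicle wells and RFP-L50D-GFP reporter cell wells. Times: overnight cell settling, then overnight compound exposure, 37 °C, 5% CO2. Compound: 20 µM single dose, 1% DMSO. Read-out basis: GFP/RFP fluorescence ratio.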
# eLon inh: inhibitors of E. coli Lon protease, primary screen, biochemical, fluorescence polarization; purified E. coli Lon protease; inhibition, % at 7.94 µM; 360,000 compounds, 0.42% hits; in the data active = inhibition above about 13%, passing the limit was not always enough;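 also: 0% = enzyme with probe and DMSO and 100% = no enzyme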
# Rin1 Abl inh: inhibitors of Rin1-Abl protein binding, primary screen, biochemical, TR-FRET; 360,000 compounds, 0.4% hits; inhibition, % at 7.35 µM; Tyrosine-protein kinase ABL1 (Homo sapiens) + Ras and Rab interactor 1 (Homo sapiens), …; in the data active = inhibition above about 5%, passing the limit was not always enough
# The depositor's hits bear a star; i = inactive; . = not tested or not shown; + = active, no number; & = joins results of further samples.
smiles,MsrA inh,bovine MsrA act,CSN inh,Rpn11 inh,PABP1 MLLE inh,FAS TE block,MT1-MMP act inh,eLon inh,Rin1 Abl inh
Cc1ccc(CSC2=Nc3sccc3C3=NC(=O)CN23)cc1,0.5,-5,7,.,-24,-10,-17,-31,-6
COCCN1CCN(Cc2nc(C3(c4ccc(C)cc4)CCCC3)no2)CC1,0.3,-3,-11,i,-1,-2,0,5,1
O=C(O)CCCC(=O)Nc1nncs1,-1.2,-7,3,i,7,-4,0,1,2
CCN(CC)CCCN(C(=O)c1ccc(F)cc1)c1nc(-c2ccc(OC)cc2)cs1,0.8,0,-1,i,-3,2,-3,-7,-3
O=C1c2ccccc2C(=O)N1CC(O)COCc1ccccc1 (configuration not stated),0.0,-8,1,i,18,-11,15,0,4
Cc1ccc(Cl)c2c(N=Nc3ccccc3)c(O)[nH]c12,-1.4,-8,-14,.,88,-34,-169,1,0
O=C(NCc1ccncc1)C1CCN(S(=O)(=O)c2ccccc2)CC1,0.0,-5,-2,i,-1,-6,-2,-1,3
O=C(NCc1cnn(-c2ccc(F)cc2)c1)C1CCC(=O)N(C2CC2)C1 (configuration not stated),-0.5,-3,-1,i,4,-8,0,-1,0
CCc1nc2nc(C)c(NS(=O)(=O)c3cccs3)c(=O)n2[nH]1,-1.2,-2,2,i,-2,-8,-1,3,0
CN(CCOc1ccccc1)C(=O)c1cc(S(=O)(=O)N2CCCCC2)ccc1Cl,0.7,-2,2,i,5,12,1,-3,-5
COc1ccc2c(c1)CCC(=O)[C@H](O)C[C@H](c1ccccc1)OC2=O,0.3,-1,-4,.,.,-6,3,-1,.
OCCC1CN(C2CCN(c3ccccc3F)CC2)CCN1Cc1ccccc1 (configuration not stated),0.3,-3,-1,i,10,-8,0,-11,2
O=C(COc1ccccc1)Nc1ncccn1,-0.5,0,4,i,18,-9,3,-4,-3
COc1ccc(NS(=O)(=O)c2cc(Cl)ccc2Cl)cc1S(=O)(=O)N1CCCCC1,0.6,-4,4,i,2,2,-2,2,0
CCCc1ccc(C(=O)NNc2cc(Cl)ccc2Cl)cc1,0.3,0,-3,i,-25,45,2,15,1
CN(C)S(=O)(=O)NCC1CCCN(Cc2ccc(-c3ccccc3)cc2)C1 (configuration not stated),-0.1,0,-2,i,-4,0,6,-8,4
Cc1ccc(CNS(=O)(=O)c2cc3c(cc2C)N(C)CCO3)cc1,-1.1,-2,2,i,-2,-1,2,-1,-1
COc1ccc(C(=O)Nc2c(F)c(F)c(F)c(F)c2F)cc1OC,0.4,-4,-3,.,.,-5,2,-10,.
CCn1c(SCC(=O)Nc2ccc(F)cc2)nnc1C1CC1,-0.9,-10,2,i,-2,-6,2,2,-1
Cc1cc(C)c2nc(-c3ccccn3)cc(C(=O)N3CCCC3)c2c1,3.1,-3,-1,i,23,-1,-6,-4,-3
O=C(Nc1ncnc2sc3c(c12)CCCCC3)c1ccccc1,1.7,-2,5,i,0,2,3,-7,2
Cc1cccc(CCNC(=O)C2CC(O)CN2C(=O)Nc2ccccc2)c1 (configuration not stated),-1.1,-1,1,i,-7,-5,7,10,-5
COc1ccccc1Nc1nnc(SCC(=O)N2CC(=O)Nc3ccccc32)s1,1.4,-8,-15,i,-11,-9,1,-4,0
COc1ccc(-n2nc(C(=O)NCC(=O)N3CCN(c4ccccn4)CC3)c3ccccc3c2=O)cc1OC,0.4,-13,2,i,5,0,-4,-1,1
Cc1cc(-c2ccc(C)c(S(=O)(=O)NCCN3CCC(C)CC3)c2)on1,-0.8,-3,-4,i,4,-5,1,5,-2
Cn1c(-c2ccco2)nc2cc3ccccc3cc21,2.7,-13,0,i,31,1,-3,-2,-5
COc1ccc2cc(CCOC3CCCCO3)ncc2c1 (configuration not stated),0.6,-7,-2,i,5,-8,3,-1,0
Cc1ccc2[nH]c3c(c2c1)CN(C(=O)CN1CCN(c2cccc(C)c2C)CC1)CC3,0.3,-2,7,i,9,3,-11,13,2
COc1ccc(NC(=O)CSc2ncn[nH]2)c([N+](=O)[O-])c1,-0.2,0,-3,i,-3,-13,8,-1,-2
Cc1cc(C)n2nc(-c3ccccc3)cc2n1,1.7,-13,4,i,7,-4,-5,-7,1
O=c1c2ccccc2nc(CSc2ncnc3nc[nH]c23)n1-c1cccc(C(F)(F)F)c1,-1.3,1,0,i,5,-12,-1,-8,-2
FC(F)(F)c1ccccc1CN1CCC(Cc2ccccc2)CC1,-0.5,.,2,i,0,11,2,.,.
COc1cc(Cl)c(S(=O)(=O)N2CCOCC2)cc1Cl,0.6,0,3,i,1,-6,-1,-9,4
COc1cccc(CNC(=O)CCC2CCCN(C(=O)c3ccoc3)C2)c1 (configuration not stated),1.1,0,-2,i,-2,-2,1,12,6
COCc1cc(C)nc2sc(C(=O)N3CCCCC3)c(N)c12,0.1,-1,1,i,25,-5,-1,5,-1
CCC(C)N1CCN(C(=O)C2CCN(S(=O)(=O)c3c(C)noc3/C=C/c3ccco3)CC2)CC1 (configuration not stated),1.1,-14,-3,i,6,4,5,-3,-2
CCOc1ccccc1NC(=S)NC(=O)C1CC1,7.4*,1,-3,i,26,2,-7,-7,-1
COc1ccc(OC)c(S(=O)(=O)N2CCCC(C(=O)NCc3ccncc3)C2)c1 (configuration not stated),-1.9,-2,1,i,9,-3,3,-1,-2
CCOC(=O)C1(CC2CCCCO2)CCN(Cc2cn[nH]c2-c2cccc(F)c2)CC1 (configuration not stated),2.8,-7,1,i,3,-8,3,0,1
O=C(CCCSc1nc2ccccc2[nH]1)NCc1ccccc1F,-0.6,-4,-2,i,-20,-8,-3,-5,8
COc1ccc(C(=O)Nc2ccccc2C(=O)NCC2CCCO2)cc1 (configuration not stated),1.6,-6,2,i,-7,-1,-2,0,2
Cc1ccc(S(=O)(=O)N2CCCN(C(=O)CNC(=O)c3cccc(C)c3)CC2)cc1,-0.1,-1,2,i,-5,-8,2,-1,0
O=C(c1ccc(Cn2cc([N+](=O)[O-])cn2)o1)N1CCCCCC1,1.3,-2,2,i,17,0,2,-9,3
O=C(/C=C/c1cccc(Cl)c1)NCCN1CCOCC1,-1.6,-5,0,i,-11,-12,4,-4,0
N/C(=N\OC(=O)c1cc(Cl)ccc1Cl)c1ccccn1,-0.1,-4,1,i,-4,0,-2,-5,0
OC[C@@H]1CN(Cc2cccs2)C[C@H](n2cnc3c(NCc4ccncc4)ncnc32)O1,-1.4,-3,-1,i,0,-8,-3,2,0
COc1ccc2nc(SCC(=O)Nc3ccc(S(=O)(=O)N4CCCC4)cc3)c(C#N)cc2c1,0.0,-3,10,+,-43,34,-42,-23,-7
O=c1oc2ccccc2c(NCCc2ccccc2)c1[N+](=O)[O-],1.7,-1,-4,i,-1,12,3,-16,1
CC(=O)Nc1ccc(S(=O)(=O)N2c3ccccc3NC(=O)CC2C)c(Cl)c1 (configuration not stated),0.0,12*,-1,i,1,-2,0,2,1
C=CCN(C(=O)c1oc2c(Cl)cc(C)cc2c1C)C1CCS(=O)(=O)C1 (configuration not stated),-0.9,-2,1,i,-2,6,-1,4,-1
CCOc1ccc(S(=O)(=O)N2CCOCC2)cc1[N+](=O)[O-],0.4,-3,-5,i,6,1,4,-7,1
COc1ccc2cc1Oc1ccc(cc1)C[C@H]1c3c(cc(OC)c4c3Oc3c(ccc5c3[C@H](C2)N(C)CC5)O4)CCN1C,.,6,0,i,5,66*,-3,-5,3
CN(CC(=O)Nc1ccc(Cl)cc1)CC(=O)N1CCc2ccccc21,0.2,0,2,i,6,-2,-5,-12,0
COC(=O)C1=C(O)/C(=C\c2cc(C)n(-c3ccccc3C)c2C)N=C1C,0.2,-2,2,i,-18,-10,-34,-7,2
O=C(NNC(=O)c1ccc(-c2ccccc2)cc1)Nc1ccccc1,-0.8,-8,0,i,12,-7,1,14,3
c1ccc2n[nH]nc2c1,-0.2,-1,4,i,-12,-4,1,0,6
COc1cc(C(=O)Nc2ccc(S(=O)(=O)NC(C)(C)C)cc2)cc(OC)c1OC,-1.5,0,0,i,3,2,23,-8,-2
CCOC(=O)c1ccc(NC(=O)Cn2nnc(-c3ccc(C)cc3)n2)cc1,-0.4,-8,5,i,2,-5,8,-10,-3
Cc1cccc(NC(=O)c2c([N+](=O)[O-])cnn2C)c1,-0.5,-1,0,i,10,-6,-2,1,0
CC(=O)Nc1ccc(S(=O)(=O)Nc2nnc(C(C)(C)C)s2)cc1,0.5,-6,-2,i,25,-6,-1,-9,-6

# (cont.)
smiles,MsrA inh,bovine MsrA act,CSN inh,Rpn11 inh,PABP1 MLLE inh,FAS TE block,MT1-MMP act inh,eLon inh,Rin1 Abl inh
CC1(C)CC(N2CCC(=O)NC2=S)CC(C)(C)N1,-0.8,-8,0,i,8,-6,-2,-9,1
COc1ccc(S(=O)(=O)Nc2ccccc2C(=O)N2CCCC2)cc1OC,-0.8,-16,-1,i,12,-9,-5,6,2
CCCCN(C)C(=O)c1ccc(Nc2nc(C(N)COCc3ccccc3)cs2)nc1 (configuration not stated),-0.2,-3,2,i,-20,-7,-4,-9,5
CC(C)C(NS(=O)(=O)c1ccc2c(c1)oc(=O)n2C)C(=O)N1CCN(Cc2ccccc2)CC1 (configuration not stated),1.1,-6,1,i,-14,-3,-3,-2,4
O=C(c1ccc2c(c1)OCO2)N1CCN(c2cccc(C(F)(F)F)c2)CC1,-0.7,-11,4,i,-3,14,.,0,0
CC(=O)O[C@H]1C[C@@]2(C)[C@@H](C[C@@H](O)[C@H]3[C@@]4(C)CC[C@@H](O)[C@@H](C)[C@@H]4CC[C@@]32C)/C1=C(\CCC=C(C)C)C(=O)O,3.3&-0.4,-5&0,0&-2,i,-11&-4,7&2,-1&6,-8&2,-2&4
CCN1C(=O)c2ccccc2S(=O)c2ccc(C(=O)NCc3ccccn3)cc21 (configuration not stated),-0.3,1,-8,i,7,-6,1,-4,-1
CCCc1ccc(C(O)c2ncc(-c3ccccc3)[nH]2)cc1 (configuration not stated),0.3,1,4,i,5,2,7,-14,3
CC(C)(C)NC(=O)C1CCC(CNS(=O)(=O)c2cccc3nsnc23)CC1 (configuration not stated),-0.3,-6,-1,i,13,-1,-1,-12,1
CCN(CCS(=O)(=O)c1ccc(Cl)cc1)Cc1nc2ccccc2c(=O)[nH]1,0.4,-4,-4,i,-5,-2,-1,-21,3
O=C(CSc1ncccn1)NCc1cccs1,-1.4,-4,-14,i,13,0,2,-9,-1
